FEN1 inh = inhibitors of human flap endonuclease 1. Potency, µM (doses to about 114 µM), for the others: top-dose activity change, negative = inhibition, usual class: inhibitors. P39748. AID 588795. hit rate 0.35% among 390,000. Recombinant FEN1 flap cleavage, fluorescence, 15 min; note: nearly all actives have a fitted effect of over 65% in size
Target sequence (P39748 whole entry, looked up): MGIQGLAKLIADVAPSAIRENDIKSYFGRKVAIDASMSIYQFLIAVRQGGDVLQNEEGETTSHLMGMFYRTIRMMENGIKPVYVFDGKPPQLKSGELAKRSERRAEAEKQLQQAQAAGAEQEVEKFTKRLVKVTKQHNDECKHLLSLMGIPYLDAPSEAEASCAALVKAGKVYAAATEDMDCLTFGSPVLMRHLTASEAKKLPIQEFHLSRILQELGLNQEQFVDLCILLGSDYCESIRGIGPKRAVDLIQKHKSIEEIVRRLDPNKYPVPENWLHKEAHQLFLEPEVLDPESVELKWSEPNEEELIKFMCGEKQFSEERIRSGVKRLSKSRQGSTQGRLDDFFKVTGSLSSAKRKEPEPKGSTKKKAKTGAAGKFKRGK
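Steps: FEN1 (10 nM) dispensed; compound added by pin tool; 15 min at room temperature; substrate added to 50 nM final; reads at 0 min and 15 min; data normalized and fitted (four-parameter Hill).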
N370S GC mod = inhibits or activates N370S mutant glucocerebrosidase; P04062; N370S GC spleen homogenate, 4MU-glucoside fluorescence; Potency, µM (top dose mostly 59.4 µM), inactives show at the top dose activity change, negative = inhibition, usual class: inhibitors; hit rate 0.092% among 330,000; AID 2101;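 note: 0% = full enzyme activity and -100% = no enzyme basal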
KAT2A inh = inhibitors of human GCN5L2 histone acetyltransferase | Q92830 | GCN5L2 HAT assay, ThioGlo1 CoA-SH fluorescence | Potency, µM (titrated, usually from 58.9 µM), without a hit: at the top dose activity change, negative = inhibition, hits mostly inhibitors | hit rate 0.21% among 390,000 | AID 504327
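GCN5L2 (20nM final) in 50mM HEPES, 0.1mM EDTA pH 7.5, 0.01% Tween-20 was preincubated 15 min at room temperature with compound, then given ThioGlo1 (50uM), H3(1-25) peptide (75uM) and acetyl-CoA (70uM); CoA-thiol fluorescence (Ex340/Em540) was read at 0 and 20 min.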
Numbers without * were called inactive; u = inconclusive; x = not tested or not shown; [ ] = remark or other dose. Calls come from the whole dose curve; as a rule, active = well fitted curve in the direction sought with a large enough effect; inconclusive = small, poorly fitted or top-dose-only effect, or another doubt; inactive = no such curve, though single readings can be large; an effect the other way counts as inactive or inconclusive. Unless noted, % is set by controls: 0 for no effect and ±100 for the full control effect; potency is the fitted concentration of half-maximal effect.

SMILES	FEN1 inh	N370S GC mod	KAT2A inh
CCOc1ccc(CNc2nc3nc(C)c(Cc4ccccc4)c(=O)n3[nH]2)cc1	3%	x	-3%
CC(=O)Nc1sc2c(c1C(c1ccc(Cl)cc1)N1CCOCC1)CCCC2 (stereo not drawn)	-18%	-13%	0%
O=C(O)CCCNC(=O)c1cncc(O)c1	-2%	-7%	-7%
O=S(=O)(Cc1ccccc1)NCc1cccnc1	0%	0%	-7%
Cc1ccc(-c2cc(C(=O)NCCCN3CCCC3)c3ccccc3n2)cc1C	-6%	-14%	-4%
COCCNC(=O)COc1cccc(Oc2ccccc2)c1	-13%	5%	u
CCc1ccc2nc(N3CCC(C(=O)NCCC(C)C)CC3)sc2c1	0%	x	-4%
CN(C)S(=O)(=O)c1ccc(C(=O)NCCc2ccco2)cc1	3%	1%	-2%
NC(=O)Cc1ccc(Nc2nnc(-c3ccccc3)c3ccccc23)cc1	-12%	3%	-14%
CCOC(=O)CC1=NN(c2ccccc2)C(=O)C1	-3%	-6%	-13%
Cc1nc2ccccc2n1CC(=O)NC(C)C1CC2CCC1C2 (stereo not drawn)	7%	2%	18%
Cc1ccn(CC(=O)N2CCCC(N3CCN(c4ccccc4F)CC3)C2)n1 (stereo not drawn)	-3%	1%	-10%
CC(C)Nc1ncnc2c1nnn2Cc1ccccc1	-3%	12%	4%
CN(CC(=O)Nc1ccc(Cl)c(C(F)(F)F)c1)C(=O)CC1Sc2ccccc2NC1=O (stereo not drawn)	7%	-12%	-2%
c1ccc(Cc2nnc3sc(-c4cccnc4)nn23)cc1	-8%	-2%	0%
COc1ccc(-c2noc(-c3ccc(NCc4ccco4)c([N+](=O)[O-])c3)n2)cc1OC	-1%	x	1%
O=S(=O)(c1cccs1)N1CCN(c2ccc(F)cc2)CC1	-15%	0%	-3%
Cc1cc(C)n2nc(-c3cnn(C)c3C(F)(F)F)cc2n1	2%	-18%	-7%
COc1ccc2c(c1)c1c(c(=O)n(-c3cccc(Cl)c3)c(=O)n1CC(=O)NCC1CCCO1)n2C (stereo not drawn)	2%	x	-10%
COc1ccc(OCCCCn2c(CO)nc3ccccc32)cc1	-2%	-6%	-3%
N#C/C(=N\Nc1ccc(S(=O)(=O)N2CCc3ccccc32)cc1)C(N)=S	-19%	-21%	-12%
COc1ccc(CCNC(=O)COC(=O)C23CC4CC(CC(Br)(C4)C2)C3)cc1	9%	11%	-5%
CCCCN(C(=O)c1cc2c(s1)CCCC2)c1c(N)n(CCC)c(=O)[nH]c1=O	0%	x	1%
Cc1ccc(NC(=O)c2ccc(Oc3ncccn3)cc2)cc1	0%	5%	-7%
CCC(C)CCN1C(Nc2ccccc2)=NC[C@@H]1C (stereo partly drawn)	8%	4%	4%

Profiles, quoted from the list. Order of screens: FEN1 inh, N370S GC mod, KAT2A inh
CCC(C)CCN1C(Nc2ccccc2)=NC[C@@H]1C (stereo partly drawn) as listed: 8%, 4%, 4%
O=S(=O)(c1cccs1)N1CCN(c2ccc(F)cc2)CC1 as listed: -15%, 0%, -3%

Further entries
SMILES	FEN1 inh	N370S GC mod	KAT2A inh
Cc1cccc(OCC(O)CN2CC3(C)CC2CC(C)(C)C3)c1 (stereo not drawn)	-4%	-5%	-4%
N#C/C(=C\c1ccc(N2CCOCC2)cc1)c1ccccc1	3%	5%	-10%
O=C(Nc1ccccc1-c1nc2ccccc2[nH]1)c1sc2ccccc2c1Cl	x	-20%	-3%
O=C(NCc1ccc(F)cc1)C1CCC(CNS(=O)(=O)c2ccccc2)CC1 (stereo not drawn)	-5%	-12%	21%
COc1ccccc1/C=N/N1CCN(c2ccc(Cl)cc2)CC1	1%	-23%	-10%
CCN(Cc1ccccc1)C(=O)c1c[nH]c2ccc(S(=O)(=O)N(C)CCC#N)cc2c1=O	7%	16%	-6%
CC(C)CCNC(=O)C1CCN(S(=O)(=O)c2ccc3c(c2)CCC(=O)N3)CC1	-13%	16%	-10%
Cc1cc(-c2nc(C)c(C(=O)NNC(=O)NC(C)C)s2)no1	4%	-3%	-3%
CN(C(=O)c1ccc(N2CCOCC2)c([N+](=O)[O-])c1)C1CCCCC1	5%	-4%	4%
Cn1cnc2c(N/N=C/c3cccs3)ncnc21	0%	7%	-8%
Cc1cc(C)c(NC(=O)C2CCN(C(=O)N3CC(C)Oc4ccc(Cl)cc43)CC2)c(C)c1 (stereo not drawn)	-11%	x	-18%
Cc1noc2ncnc(Nc3ccc(F)cc3)c12	11%	x	-1%
C=CCC[C@@H](Cc1ccc(F)cc1)C(=O)OCCNC(=O)[C@@H](CC=C)CC(=O)N(CCO)Cc1ccccc1	-7%	x	-7%
CCN(CC)CCCNC(=O)c1cc(-c2ccc(Cl)c(Cl)c2)on1	-19%	-3%	-2%
CCC(=O)N1CCc2cc(Br)cc(S(=O)(=O)CCC(=O)NCCc3ccccc3Cl)c21	16%	x	2%
CCCOc1ccc(/C(O)=C2/C(=O)C(=O)N(CCCn3ccnc3)C2c2cccnc2)cc1 (stereo not drawn)	14%	-12%	-7%
CCOc1ccc(N(CC(=O)NCc2ccc(C)cc2)S(=O)(=O)c2c(C)noc2C)cc1	-13%	x	-2%
CCN(CC)CCOC(=O)c1ccc(NC(=O)CCn2c(=O)oc3ccccc32)cc1	-13%	x	-7%
OC(CNCc1ccc(F)cc1)(c1ccccc1)c1ccc(F)cc1 (stereo not drawn)	-14%	-25%	-16%
COc1cc2c(cc1OC)C1O[C@](CCCCN3C(=O)c4ccccc4C3=O)(C2)OC2=C1C(=O)CCC2	x	-3%[12.8 µM]	-6%[12.7 µM]
N#Cc1c(C(F)(F)F)cc(-c2cccs2)nc1SCC(=O)Nc1cccc(Cl)c1	-3%	x	-10%
O=C(CN1CCCCCCC1)Nc1ccc(Cl)cc1Cl	0%	-12%	-10%
COc1ccc(NC(=S)N2CCOCC2)c(OC)c1	-3%	1%	1%
Cc1ccc(C(=O)n2nnc3ccccc32)cc1[N+](=O)[O-]	-9%	1%	0%
CCCNC(=O)c1ccc(-c2nn(C)c(=O)c3ccccc23)cc1	-5%	-2%	-5%

The list goes on, overlapping the part above by two compounds.
SMILES	FEN1 inh	N370S GC mod	KAT2A inh
Cc1ccc(C(=O)n2nnc3ccccc32)cc1[N+](=O)[O-]	-9%	1%	0%
CCCNC(=O)c1ccc(-c2nn(C)c(=O)c3ccccc23)cc1	-5%	-2%	-5%
CCCCc1c(O)nc2sccn2c1=O	-2%	-4%	0%
CC(=O)c1cccc(NC(=S)NC(=O)c2cccc(Cl)c2)c1	1%	12%	-2%
N#CCCn1c(=O)c(-c2ccc(F)cc2)nc2cnc(OCc3ccccc3)nc21	x	-9%	-9%
O=C(NCc1ccc2c(c1)OCO2)Nc1ccc2ccccc2c1	-5%	u	0%
COc1ccccc1NC(=O)C1CC(=O)N(c2ccc(F)cc2)C1 (stereo not drawn)	1%	6%	-6%
COC(=O)c1c(NC(=O)COc2ccc(Cl)cc2Cl)sc2c1CC(C)(C)NC2(C)C	-18%	-5%	0%
COc1cc(C(=O)OCC(=O)Nc2cc(S(=O)(=O)N3CCOCC3)ccc2C)ccc1OCC(C)C	1%	-9%	-14%
COc1cc(NC(c2ccccc2)c2ccccc2)cc(OC)c1OC	0%	6%	-7%
CCCc1cc(=O)[nH]c(SCC(=O)N(Cc2ccccc2)C(C)C)n1	-7%	0%	0%
Cn1cc(Cl)c(-c2n[nH]c(=S)n2C2CCCCC2)n1	1%	23%	-1%
CN1/C(=C/c2cccc[n+]2C)Sc2ccccc21	45µM*	-10%	-11%
Cc1ccc(Cn2c(C(=O)O)c(CNC3CCCCCC3)c3ccc(C)cc32)cc1	-14%	x	-1%
COc1ccc(-c2nc3ccccc3nc2-c2ccccc2)cc1OC	-14%	10%	-7%
COc1ccc(-c2nn(-c3ccccc3)cc2C(=O)NC(=S)N2CCOCC2)cc1OC	-1%	x	-11%
COc1ccc(CCNC(=O)c2ccc3c(c2)ncn3-c2ccc(C(C)C)cc2)cc1OC	-20%	x	-3%
COc1cc(OC)c(Nc2nc3ccccc3nc2-n2nc(C)cc2C)cc1Cl	8%	x	-3%
CCn1c(=O)c2c(nc(SCC(=O)Nc3ccccc3)n2C)n(C)c1=O	3%	-9%	-1%
O=C(O)C1CC=CCC1C(=O)Nc1cccc(Cl)c1 (stereo not drawn)	3%	9%	-1%
COc1cccc(-c2ccc(NC(=O)C3CCCN(Cc4cnc(C)n4C)C3)cc2)c1 (stereo not drawn)	11%	-20%	-3%
Cc1sc2nc(SCc3nc(-c4cccs4)no3)n(-c3ccccc3)c(=O)c2c1C	-10%	0%	-5%
O=C(CSc1nnc(NC(=O)c2ccccc2Cl)s1)NC1CC1	4%	-2%	-5%
O=C(Nc1cc(Cl)ccc1Cl)C1(c2cccs2)CCOCC1	-6%	x	-5%
NC(=O)CSc1nc2cc(Cl)ccc2c(=O)n1C1CCCCC1	-18%	-7%	-2%
CCN(CC)S(=O)(=O)c1cccc(C(=O)N[C@H](C(=O)NNC(=O)c2ccccc2)C(C)C)c1	6%	3%	-8%
Cc1[nH]ncc1-c1ccccc1Cl	2%	9%	0%
Next part
SMILES	FEN1 inh	N370S GC mod	KAT2A inh
CCOC(=O)c1c(C)[nH]c(C)c1S(=O)(=O)N(C)CC(=O)Nc1ccc(OC)cc1	21%	x	-15%
Cc1ccc(CNC(=O)C2CCCN2C(=O)Nc2ccc(F)cc2)cc1 (stereo not drawn)	-4%	-8%	-16%
O=[N+]([O-])c1ccc(Sc2nnnn2-c2ccccc2)c(Cl)c1	-20%	2%	-8%[0.501 µM]
COc1ccc(CCCC(=O)NCC(=O)N/N=C/c2cc(Cl)ccc2OC)cc1	15%	-7%	-5%
Cc1ccc(N2C(=O)c3oc4cc(C)c(C)cc4c(=O)c3C2c2cccc(O)c2)nc1 (stereo not drawn)	-5%	x	0%
O=C(Cn1c2ncccc2c(=O)n1-c1ccccc1)NCc1ccccc1	9%	x	-18%
Cc1cc(NC(=O)CSc2nc3cc(Cl)ccc3c(=O)n2CC(C)C)no1	x	5%	-1%
CCCNC(=O)[C@H]1N2C(=O)c3c(ccc(OC)c3OC)C2SC1(C)C (stereo partly drawn)	2%	0%	-12%
O=C(NCc1ccccc1)C1CCN(c2nc(-c3ccccc3)nc3c2CCC3)CC1	-2%	u	-3%
Cc1oc2ncn(CC(C)C)c(=O)c2c1C(=O)NCCc1ccccc1	12%	x	-3%
O=C(Nc1cc(F)cc(F)c1)c1sc(Cl)nc1-c1ccccc1	-6%	6%	0%
CSc1ccccc1NC(=O)c1ccc(Br)o1	1%	21%	-3%
CC(=O)NCCSC(=O)c1ccc(F)cc1	-9%	-7%	-4%
O=C(O)c1ccc(NS(=O)(=O)c2cc(Cl)ccc2Cl)cc1	3%	-3%	-11%
Cc1cc(C)cc(NC(=O)C(C)N2Cc3ccccc3C2=O)c1 (stereo not drawn)	6%	x	1%
CC(=O)c1cc(-c2ccccc2)n(CC(=O)NCc2ccccc2C)c1C	17%	x	-4%
Cc1ccsc1/C=N/NC(=O)c1cccc(S(=O)(=O)Nc2ccccc2Cl)c1	-2%	10%	0%
COc1ccc(NC(=O)CCC(=O)N/N=C/c2ccc([N+](=O)[O-])s2)cc1	4%	-4%	24%
O=C(NCc1cccnc1)C1CCN(c2ccc(S(=O)(=O)N3CCOCC3)cc2Cl)CC1	2%	0%	3%
COc1ccc(C(=O)NCCc2c[nH]c3ccccc23)cc1S(=O)(=O)N1CCOCC1	14%	3%	-4%
CSc1nsc(SC)c1NC(=O)Nc1ccccc1C	-3%	-8%	-7%

By substructure, the entries above containing fluorine.
SMILES	FEN1 inh	N370S GC mod	KAT2A inh
Cc1ccn(CC(=O)N2CCCC(N3CCN(c4ccccc4F)CC3)C2)n1 (stereo not drawn)	-3%	1%	-10%
CN(CC(=O)Nc1ccc(Cl)c(C(F)(F)F)c1)C(=O)CC1Sc2ccccc2NC1=O (stereo not drawn)	7%	-12%	-2%
O=S(=O)(c1cccs1)N1CCN(c2ccc(F)cc2)CC1	-15%	0%	-3%
Cc1cc(C)n2nc(-c3cnn(C)c3C(F)(F)F)cc2n1	2%	-18%	-7%
O=C(NCc1ccc(F)cc1)C1CCC(CNS(=O)(=O)c2ccccc2)CC1 (stereo not drawn)	-5%	-12%	21%
Cc1noc2ncnc(Nc3ccc(F)cc3)c12	11%	x	-1%
C=CCC[C@@H](Cc1ccc(F)cc1)C(=O)OCCNC(=O)[C@@H](CC=C)CC(=O)N(CCO)Cc1ccccc1	-7%	x	-7%
OC(CNCc1ccc(F)cc1)(c1ccccc1)c1ccc(F)cc1 (stereo not drawn)	-14%	-25%	-16%
N#Cc1c(C(F)(F)F)cc(-c2cccs2)nc1SCC(=O)Nc1cccc(Cl)c1	-3%	x	-10%
N#CCCn1c(=O)c(-c2ccc(F)cc2)nc2cnc(OCc3ccccc3)nc21	x	-9%	-9%
COc1ccccc1NC(=O)C1CC(=O)N(c2ccc(F)cc2)C1 (stereo not drawn)	1%	6%	-6%
Cc1ccc(CNC(=O)C2CCCN2C(=O)Nc2ccc(F)cc2)cc1 (stereo not drawn)	-4%	-8%	-16%
O=C(Nc1cc(F)cc(F)c1)c1sc(Cl)nc1-c1ccccc1	-6%	6%	0%
CC(=O)NCCSC(=O)c1ccc(F)cc1	-9%	-7%	-4%
